# From PubChem
# HEK293 NOD2/NF-kB: NOD2 signaling inhibitors, cell-based, luminescence, uHTS, HEK293 (AID 1566); inhibition, % at 4 µM; hits with a dose series show EC50 in µM; HEK293 NOD2/NF-kB luciferase reporter, luminescence; higher % means a stronger effect; 290,000 compounds, 0.63% hits; also: many of its hits are not listed in these tables
# KOR beta-arrestin-1: kappa opioid receptor blockers – cell-based, luminescence, uHTS (AID 1778); KOR beta-arrestin recruitment, luminescence, antagonist mode; higher % means a stronger effect; one-dose inhibition, % at 10 µM; IC50 in µM for titrated hits; 290,000 compounds, 0.091% hits; also: strong numbers were not always called active
# NTR1 ag: NTR1-driven beta-arrestin-GFP spot formation – imaging, U2OS cells, high content, primary screen (AID 493036); activation, % at 20 µM; P30989; 330,000 compounds, 0.17% hits; agonist mode;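 active = activation at or above 40% of the spot to cytoplasm intensity ratio, with at least 20 cells analyzed; inconclusive = wells under 20 cells, flagged as cytotoxic or low count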;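 also: 0% = DMSO without peptide and 100% = 100 nM NTR1 peptide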
# Target sequence (P30989 whole entry, looked up): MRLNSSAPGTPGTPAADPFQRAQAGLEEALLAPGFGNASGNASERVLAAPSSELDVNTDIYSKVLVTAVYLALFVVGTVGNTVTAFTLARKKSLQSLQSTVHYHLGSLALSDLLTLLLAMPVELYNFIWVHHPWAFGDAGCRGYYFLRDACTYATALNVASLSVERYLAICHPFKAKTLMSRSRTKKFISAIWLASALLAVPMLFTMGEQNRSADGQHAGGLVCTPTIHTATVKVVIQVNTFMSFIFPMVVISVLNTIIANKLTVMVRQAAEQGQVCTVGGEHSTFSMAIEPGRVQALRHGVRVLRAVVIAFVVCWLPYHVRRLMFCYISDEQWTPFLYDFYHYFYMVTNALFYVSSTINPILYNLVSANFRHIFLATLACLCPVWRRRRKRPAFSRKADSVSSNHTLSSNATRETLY
# Myeloid diff 2: compounds promoting myeloid differentiation; calls only at 10 µM; 360,000 compounds, 1% hits; ER-HoxA9 myeloid progenitors, lysozyme-GFP differentiation, flow cytometry; AID 624256;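 active = normalized GFP-positive differentiation at or above the plate's own cutoff, the solvent-only control mean plus 3 SD; inconclusive = no clear call, values can overlap the other calls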;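 also: cells exposed to compound for four days before flow analysis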
# T cell HTS: T cell immune modulators affecting CD8 T cell-vesicle binding | 2C CD8+ T cell-vesicle binding, flow cytometry; active compounds read low | calls only at 7 µM | 330,000 compounds, 0.068% hits | AID 2052;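 active = response, share of CD8 T cells binding vesicles, and their 90th percentile fluorescence all below set limits, cut at about 80% in these data, passing the limit was not always enough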
#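 Benchmarks: naked versus QL9-loaded vesicles / Assay system: purified 2C TCR transgenic mouse naive CD8+ T cells / Technique: high-throughput flow cytometry with anti-B7-1 and anti-CD8 staining / Timing: Cell–vesicle co-incubation 1.5 h at 37 °C, staining 20 min on ice / Read-out: percent CD8+ FL2 mean versus row control / Probe or stimulus: QL9-loaded Drosophila micro-vesicles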
# NOD1 NF-kB reporter: NOD1 signaling inhibitors, primary screen, cell-based, luminescence, uHTS (AID 1578); NOD1-driven NF-kB luciferase reporter cells, luminescence; higher % means a stronger effect; 290,000 compounds, 1% hits; inhibition, % at 4 µM; hits with a dose series show EC50 in µM; in the data active = inhibition mostly above about 36%, no sharp cut-off; inactive = mostly below about 34%;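 also: HEK-293T reporter cells stimulated with the NOD1 agonist gamma-tri-DAP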
# KOR beta-arrestin-2: kappa opioid receptor activators – cell-based, luminescence, uHTS, primary screen (AID 1777). KOR beta-arrestin recruitment, luminescence; higher % means a stronger effect. 280,000 compounds, 0.02% hits. activation, % at 10 µM; hits with a dose series show EC50 in µM; in the data active = activation above about 50%, passing the limit was not always enough; also: a part of the inactive calls stands beside numbers as strong as those of hits
# GPR55 activation: GPR55 agonists via beta-arrestin recruitment, primary screen, imaging, U2OS cells, beta-arrestin-GFP redistribution (AID 1961) | activation, % at 10 µM, or EC50 in µM where a hit was titrated | U2OS GPR55 beta-arrestin-GFP redistribution imaging; higher % means a stronger effect | 290,000 compounds, 0.048% hits;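 active = activation above 40% with more than 50 cells counted in the well; inconclusive = wells holding fewer than 50 cells, flagged as toxic or sparse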;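 also: U2OS osteosarcoma cells stably expressing GPR55 and beta-arrestin-GFP; plate controls were DMSO negative control for no effect and LPI positive control for full effect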
# GPR55 antagonists: GPR55 antagonists blocking LPI-driven arrestin recruitment, primary screen, imaging, U2OS, beta-arrestin-GFP, LPI agonist (AID 2013); U2OS GPR55 beta-arrestin-GFP translocation imaging, LPI antagonism; higher % means a stronger effect; one-dose inhibition, % at 10 µM; IC50 in µM for titrated hits; 290,000 compounds, 0.13% hits;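 active = spots per cell inhibited over 60%, with over 100 cells counted and total cytoplasm intensity under 500,000; inconclusive = wells with under 100 cells, flagged as likely toxic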;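 also: U2OS cells stably carrying GPR55 and arrestin-GFP stimulated by 5 µM LPI near EC80; imaged beta-arrestin-GFP aggregate spots per cell after agonist stimulation; plate controls were LPI-stimulated DMSO wells for no effect and DMSO wells without LPI for full effect; some results filed as inactive read as strong as hits; confirmed hits need IC50 under 10 µM and bright autofluorescent wells are also inconclusive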
# T cell HTS vesicle-bound %: also measured in T cell HTS; calls as there; double positive events, %; measured here: CD8+ vesicle-bound cell fraction;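 binding gate set so that unloaded-vesicle control wells show 10% double positive cells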
# NTR1 ag cell count 20 µM: recorded beside NTR1 ag, whose call it bears; cell count; measured here: cell count, cytotoxicity flag
# Myeloid diff 2 GFP+ MAC1+ %: also measured in Myeloid diff 2; calls as there; GFP+ MAC1+ double positive, %; measured here: differentiation confirmed by MAC1 staining
# * marks the source's active call; other numbers are inactive results; i = inactive; ? = inconclusive; / = no result given; + = active, no number; [ ] = another dose, or the depositor's remark. Rule as the data show it, unless noted: active = inhibition above about 50%; inactive = the rest.
SMILES,HEK293 NOD2/NF-kB,KOR beta-arrestin-1,NTR1 ag,NTR1 ag cell count 20 µM,Myeloid diff 2,Myeloid diff 2 GFP+ MAC1+ %,T cell HTS,T cell HTS vesicle-bound %,NOD1 NF-kB reporter,KOR beta-arrestin-2,GPR55 activation,GPR55 antagonists
O=C(CCc1nnc(Cc2c[nH]c3ccccc23)o1)NC1CCCC1,2%,-18%[20 µM],1.3,52,i,0.5,i,20,-22%,-3.4%,0.3%,16%
CCn1c(C)c(C)c2cc(C(=O)NCCN3CCCCCC3)ccc21,11%,-11%,0.8,59,i,1.2,i,2,42%,-0.3%,-0.1%,10%
CCN(CC)c1nc(C)nc2c1cnn2CCc1ccccc1,-38%,18%,0.9,43,i,0.4,i,4,-42%,-0.1%,-0.2%,-2%
O=C(Nc1nccs1)c1ccc(COc2ccccc2Br)o1,-53%,13%,5.0,51,i,1.0,i,22,-45%,8.1%,-0.2%,6%
COc1ccc(N2CCN(C(=O)Cc3nn(C)c(=O)c4ccccc34)CC2)cc1,15%,28%,1.2,75,i,0.9,i,4,-5%,-0.7%,-0.2%,-9%
Cc1cccc(NCC(=O)N/N=C\c2c[nH]c3ccccc23)c1,-1%,16%,0.9,85,i,0.8,i,58,-13%,-3.0%,-0.5%,4%
CCC(C)NC(=O)Cn1nc(C(F)(F)F)c2c1CCC2 (stereo unspecified),-9%,16%,4.3,52,i,1.8,i,14,10%,-5.0%,0.7%,1%
CCCCOc1cccc(NC(=O)CSc2nncn2C)c1,4%,-8%,0.5,71,i,1.1,i,9,-11%,12%,0.4%,-2%
O=c1cc(/C=C/c2ccccc2)oc2ccccc12,-139%,34%,3.4,69,i,2.3,i,3,-24%,-3.5%,0.0%,0%
CCc1cccc(NC(=O)CN(C)S(=O)(=O)c2cccc3cccnc23)c1,20%,0%,0.7,65,i,0.2,i,31,5%,1.9%,-0.1%,5%
CC1CCN(S(=O)(=O)c2ccc3c(c2)c(=O)c(C(=O)NCc2ccco2)cn3C)CC1,11%,-10%,3.3,40,i,0.0,i,19,-18%,2.2%,-0.2%,0%
O=C(CCN1CCN(Cc2ccccc2)CC1)Nc1ccccc1Cl,11%,14%,1.6,30,i,0.6,i,55,-20%,6.7%,-0.3%,3%
CCOC(=O)c1cnc2c(C)c(Cl)ccc2c1Nc1ccc(S(=O)(=O)Nc2ncccn2)cc1,25%,-22%,-0.5,51,/,/,i,40,-14%,8.0%,-0.1%,19%
Cc1cccc(NC(=O)c2sc3nc4c(c(-c5cccs5)c3c2N)CN(C)CC4)c1,-5%,-16%,3.6,49,+,3.6*,i,13,11%,1.8%,0.2%,6%
COc1cc(NC(=O)C2CCN(S(=O)(=O)c3cnc[nH]3)CC2)cc(OC)c1OC,2%,3%,-0.5,47,i,5.8,i,34,-4%,/,0.2%,6%
CC1CCN(c2ccc3nnc(CCC(=O)Nc4cc(F)ccc4F)n3n2)CC1,42%,-21%,1.0,62,i,5.3,i,25,-6%,-3.3%,-0.1%,1%
O=C1CCC([N+](=O)[O-])C(c2ccccc2Br)N1 (stereo unspecified),-10%,32%,-0.8,61,/,/,i,51,21%,-0.8%,-0.1%,1%
O=C(C1CCCN(c2ncnc3c2nc2n3CCCCC2)C1)N1CCCCC1 (stereo unspecified),10%,12%,0.8,64,i,0.0,i,15,-5%,1.7%,-0.1%,8%
O=S(=O)(c1ccc(F)cc1)c1nc(-c2ccco2)oc1Nc1ccc(F)cc1,-8%,34%,-1.0,99,i,0.2,i,52,-23%,1.2%,-0.6%,-3%
Cc1cc(NC(=O)Nc2cccc(Cl)c2)n(-c2ccccn2)n1,0%,-85%,26,59,i,0.5,i,29,-25%,3.7%,0.2%,10%
O=C(Nc1ccccc1)NC1(C(=O)NCCCN2CCOCC2)CCCCC1,15%,24%,0.7,54,i,0.6,i,52,11%,-6.6%,0.7%,1%
COc1ccc(NC(=S)NC2CCCCC2)cn1,0%,21%,1.1,65,i,0.5,i,28,-23%,-6.4%,0.2%,2%
O=C(O)CCC(=O)N1N=C(c2ccccc2)CC1c1ccc(Br)cc1 (stereo unspecified),13%,32%,0.0,58,i,0.3,i,56,16%,2.7%,-0.2%,5%
COc1ccc2[nH]c3c(c2c1)CN(C)CC3,11%,4%,0.4,76,i,0.6,i,51,8%,3.5%,0.3%,11%
COc1ccc(C(=O)c2ccc(CC(=O)O)s2)cc1,36%,-14%,0.0,62,i,0.3,i,59,-16%,-1.6%,0.0%,5%
COc1ccc(NS(=O)(=O)c2cc(OC)ccc2NC(=O)c2cc(C)oc2C)cc1,-3%,-35%,2.7,45,?,/,i,56,17%,-8.1%,-1.0%,-28%
CCOc1ccc(-c2nn[nH]n2)cc1,4%,5%,1.4,96,i,0.7,i,19,3%,0.4%,-0.2%,-5%
Cc1nc2c(nnn2Cc2ccccc2)c(=O)n1-c1ccccc1,13%,-1%,-6.1,75,i,1.0,i,55,9%,-0.6%,-0.1%,29%
COC(=O)c1sc2nc(N3CCCCC3)c3c(c2c1N)CCCC3,18%,10%,13,47,/,/,i,22,21%,6.6%,-0.2%,1%
COc1cccc(-n2nnc3c(=O)n(Cc4ccccc4F)cnc32)c1,-10%,16%,-2.0,63,i,1.0,i,39,-40%,-5.8%,0.0%,9%

# Part of the list above, limited to KOR beta-arrestin-2.
molecule	KOR beta-arrestin-2
COc1ccc(NC(=S)NC2CCCCC2)cn1	-6.4%
O=C(O)CCC(=O)N1N=C(c2ccccc2)CC1c1ccc(Br)cc1 (stereo unspecified)	2.7%

# Continued.
SMILES,HEK293 NOD2/NF-kB,KOR beta-arrestin-1,NTR1 ag,NTR1 ag cell count 20 µM,Myeloid diff 2,Myeloid diff 2 GFP+ MAC1+ %,T cell HTS,T cell HTS vesicle-bound %,NOD1 NF-kB reporter,KOR beta-arrestin-2,GPR55 activation,GPR55 antagonists
CN(C)S(=O)(=O)c1cccc(NC(=O)c2cccc(NS(=O)(=O)c3ccccc3)c2)c1,43%,-24%,3.0,54,i,0.4,i,23,27%,-1.3%,-0.1%,-11%
CCOc1ccccc1-c1nn2c(Cc3ccccc3)nnc2s1,18%,-8%,5.9,55,i,1.0,i,12,29%,5.8%,-0.2%,41%
COCCCNC(=O)c1cc2c(-c3cccc(OC)c3)nn(C)c2s1,-5%,-17%,0.4,63,i,0.4,i,35,-10%,1.3%,-0.1%,4%
Cc1cc(C)c(C(=O)N(CCN(C)C)CC2CCCN(Cc3ccccc3F)C2)o1 (stereo unspecified),10%,-12%,0.2,36,i,0.8,i,60,-25%,-1.5%,-0.1%,12%
CC(=O)Oc1ccc(C(=O)Nc2ccc(S(=O)(=O)N3CCOCC3)cc2)cc1,13%,-2%,-0.9,62,/,/,i,60,-21%,-1.7%,-0.1%,0%
CCOC(=O)c1ccc(NC(=O)C2(c3ccc(OC)cc3)CCCC2)cc1,11%,22%,1.3,41,i,0.9,i,29,11%,-3.4%,-0.3%,7%
Cc1ccc(C(=O)N/C(=C\c2ccco2)C(=O)N2CCOCC2)cc1C,-10%,-21%,1.4,36,i,0.6,i,24,8%,8.8%,0.3%,2%
CCn1c(=O)c2c(n3c(=S)[nH]nc13)-c1ccccc1CC21CCCCC1,21%,-8%,3.5,36,i,0.2,i,43,-17%,-4.7%,0.9%,17%
O=S(=O)(c1cc(F)cc(F)c1)N1CCN(c2ncccn2)CC1,21%,26%,1.8,43,i,0.7,i,12,-23%,0.1%,-0.2%,3%
CCOc1ccccc1N(CC(=O)Nc1ccc(C)cc1)S(C)(=O)=O,21%,10%,-1.7,79,i,1.4,i,44,11%,6.8%,0.5%,-1%
Cc1cc(=O)n(C)c(=O)n1CCCCOc1ccc([N+](=O)[O-])cc1,/,7%[20 µM],1.0,94,i,0.2,i,28,/,/,-0.1%,0%
S=C(N=Nc1ccccc1)NNc1ccccc1,-86%,12%,0.6,77,i,1.2,i,67,-89%,-3.5%,-0.2%,7%
CC(C)(C)c1ccc(C(=O)Nc2cccc3ncccc23)cc1,29%,-8%,0.1,35,/,/,i,37,19%,-0.6%,-0.2%,1%
O=C(CSc1nnc(Cc2ccccc2)o1)Nc1ccccc1,2%,-62%[20 µM],-0.6,66,i,0.4,i,55,-30%,-3.7%,-0.1%,-6%
O=C(CNC(=O)N1CC(=O)Nc2ccccc21)Nc1cc(Cl)ccc1Cl,3%,-6%,-1.1,57,i,2.5,i,12,-23%,-2.7%,-0.2%,-18%
Cc1cc[n+](-c2[nH]c(=O)sc2/C=N/N=C(\[O-])c2ccccc2)cc1,1%,/,0.1,60,i,0.9,i,12,-10%,0.9%,-0.1%,-7%
O=C(Cc1ccccc1F)Nc1nc(-c2cccnc2)cs1,4%,-67%[20 µM],0.3,41,i,0.7,i,8,-9%,3.3%,-0.1%,-3%
CCC(C)NC(=O)N[C@@H](Cc1ccccc1)C(=O)O (stereo partly specified),16%,10%,1.6,46,i,1.8,i,38,-21%,2.1%,-0.1%,16%
CCC(C)(C)NC(=O)C(c1ccc(O)cc1)N(C(=O)Cn1nnc2ccccc21)c1ccc(NC(C)=O)cc1 (stereo unspecified),11%,16%,-0.2,56,i,0.6,i,53,-6%,-0.1%,0.6%,10%
O=C(Cc1cccc2ccccc12)N/N=C/c1ccc(Sc2nc3ccccc3s2)o1,7%,22%,1.4,97,i,0.5,i,39,42%,-1.8%,0.3%,1%
Cc1c(OCC(=O)N2CCC(C(=O)O)CC2)ccc2c3c(c(=O)oc12)CCC3,28%,14%[20 µM],-1.6,94,i,4.0,i,21,-6%,0.5%,-0.2%,-1%
COc1ccc(CN2CN(C(C)C)CSC2=S)cc1,7%,9%,1.3,51,i,1.5,i,28,/,1.8%,-0.1%,14%
Cc1ccc(NC(=O)COc2cccnc2[N+](=O)[O-])cc1S(=O)(=O)N1CCCCC1,23%,-1%,-1.6,58,i,0.4,i,38,10%,-2.6%,-0.3%,12%

# Only part of the results is shown; the hit share may differ from the screen's.
